TbMetRS inhib – Trypanosoma brucei MetRS inhibition | purified T. brucei MetRS, ATP depletion, Kinase-Glo luminescence | inhibition, % at 11.9 µM | 0.4% of 360,000 active;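 active = inhibition above a per-plate cutoff of the control wells' mean inhibition plus 3 SD, cut at about 5.5% in these data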;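 also: 0% = DMSO wells median and 100% = median of wells with control inhibitor compound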
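Measured by: Kinase-Glo luciferase luminescence reporting remaining unconsumed ATP. Material: purified T. brucei MetRS enzyme. Doses: 11.9 µM compound single dose, 0.9% DMSO. Medium: HEPES buffer containing pyrophosphatase, BSA, spermine, DTT. Times: 15 min preincubation, 2 h reaction, all 25 °C. Reagent: methionine, ATP and bulk E. coli tRNA.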
MsrA act – bovine methionine sulfoxide reductase A activation | purified bovine MsrA, absorbance read-out | activation, % at 10.6 µM | 0.3% of 360,000 active; in the data active = activation above about 7.5%;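 also: 0% = vehicle and 100% = reference activator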
Rin1 Abl inh – blocks binding of human Rin1 to Abl; P00519+Q13671; TR-FRET Rin1/Abl binding, biochemical; inhibition, % at 7.35 µM; 0.4% of 360,000 active; in the data active = inhibition above about 5%, passing the limit was not always enough
Target sequence (P00519 whole entry, looked up): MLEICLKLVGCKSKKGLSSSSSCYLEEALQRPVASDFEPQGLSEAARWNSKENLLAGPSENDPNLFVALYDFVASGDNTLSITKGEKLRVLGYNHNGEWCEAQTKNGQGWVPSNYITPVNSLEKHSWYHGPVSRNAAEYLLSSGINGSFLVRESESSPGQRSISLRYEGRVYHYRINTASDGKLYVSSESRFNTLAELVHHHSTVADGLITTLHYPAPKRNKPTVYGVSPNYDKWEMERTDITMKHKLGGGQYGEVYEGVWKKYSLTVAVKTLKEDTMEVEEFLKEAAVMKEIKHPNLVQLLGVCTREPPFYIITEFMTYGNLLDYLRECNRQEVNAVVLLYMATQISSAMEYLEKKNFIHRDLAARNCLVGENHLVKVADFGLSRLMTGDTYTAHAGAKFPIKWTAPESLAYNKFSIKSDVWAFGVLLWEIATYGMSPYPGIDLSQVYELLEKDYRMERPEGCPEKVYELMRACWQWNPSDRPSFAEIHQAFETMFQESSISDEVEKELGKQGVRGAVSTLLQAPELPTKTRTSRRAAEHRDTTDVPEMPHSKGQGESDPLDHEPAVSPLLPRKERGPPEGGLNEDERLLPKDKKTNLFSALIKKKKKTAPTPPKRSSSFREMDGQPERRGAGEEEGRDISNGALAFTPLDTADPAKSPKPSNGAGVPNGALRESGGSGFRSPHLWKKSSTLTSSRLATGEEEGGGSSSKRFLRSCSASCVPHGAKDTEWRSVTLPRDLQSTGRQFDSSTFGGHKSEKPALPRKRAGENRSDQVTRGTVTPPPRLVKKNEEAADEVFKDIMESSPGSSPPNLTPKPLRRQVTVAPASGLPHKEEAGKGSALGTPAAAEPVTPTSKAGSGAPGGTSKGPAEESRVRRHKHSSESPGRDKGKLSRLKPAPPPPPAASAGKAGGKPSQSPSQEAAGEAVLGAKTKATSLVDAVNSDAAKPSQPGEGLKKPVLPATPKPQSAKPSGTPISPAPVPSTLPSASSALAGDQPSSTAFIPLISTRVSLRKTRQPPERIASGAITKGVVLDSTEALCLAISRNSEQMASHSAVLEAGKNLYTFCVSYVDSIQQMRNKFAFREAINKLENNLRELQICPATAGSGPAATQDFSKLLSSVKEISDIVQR
Target sequence (Q13671 whole entry, looked up): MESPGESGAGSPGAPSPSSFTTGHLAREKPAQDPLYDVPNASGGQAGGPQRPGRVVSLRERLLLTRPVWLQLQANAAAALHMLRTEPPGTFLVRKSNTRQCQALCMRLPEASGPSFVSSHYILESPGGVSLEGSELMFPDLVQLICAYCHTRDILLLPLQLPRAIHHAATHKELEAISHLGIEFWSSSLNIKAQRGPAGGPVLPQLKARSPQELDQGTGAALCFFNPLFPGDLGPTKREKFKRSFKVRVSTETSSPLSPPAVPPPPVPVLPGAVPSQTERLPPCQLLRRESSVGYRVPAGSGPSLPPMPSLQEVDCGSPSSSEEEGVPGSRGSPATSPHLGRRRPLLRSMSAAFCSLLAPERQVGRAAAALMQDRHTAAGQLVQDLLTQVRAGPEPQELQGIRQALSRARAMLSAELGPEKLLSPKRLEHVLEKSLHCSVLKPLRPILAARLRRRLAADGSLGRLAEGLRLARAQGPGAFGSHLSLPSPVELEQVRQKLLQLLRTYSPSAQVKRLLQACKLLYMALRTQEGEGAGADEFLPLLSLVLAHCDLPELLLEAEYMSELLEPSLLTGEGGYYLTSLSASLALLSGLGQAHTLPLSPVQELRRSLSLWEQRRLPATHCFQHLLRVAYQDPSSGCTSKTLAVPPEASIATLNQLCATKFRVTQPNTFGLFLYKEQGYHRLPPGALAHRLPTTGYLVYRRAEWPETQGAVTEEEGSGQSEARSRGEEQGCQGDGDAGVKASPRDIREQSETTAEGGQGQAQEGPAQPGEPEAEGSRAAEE
FAS TE block – blocks the thioesterase domain of human fatty acid synthase; P49327; recombinant FAS-TE, OMFH fluorogenic substrate, fluorescence endpoint; inhibition, % at 15 µM; 0.67% of 360,000 active;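 active = compounds whose normalised, plate-corrected inhibition of enzyme fluorescence in the single-dose primary screen is 50% or more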;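 also: 0% = DMSO with enzyme and 100% = substrate without enzyme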
CSN deneddyl inh – CSN deneddylation inhibition | Q92905 | Purified CSN, SCF-Nedd8-OG deneddylation, fluorescence polarization | inhibition, % at 12.5 µM | 0.38% of 360,000 active | AID 651999;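 active = pattern-corrected inhibition above about 35%, with an unprinted fluorescence ratio check between 0.5 and 1.5, limit read from the data, passing the limit was not always enough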;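 also: 0% = enzyme with substrate and 100% = substrate without enzyme; some results filed as inactive read as strong as hits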
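Material: human Csn5 produced in HEK293T cells; Input: enzyme 0.24 nM; Reagent: SCFSkp2-Nedd8OG substrate at 10 nM final; Dosing: 12.5 µM compound; Incubation: 90 min reaction at room temperature; Detection: fluorescence polarization of the substrate; Evaluation: % inhibition of substrate cleavage by Csn5; Control set: substrate-only high control, full reaction low control.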
MsrA inhibitor – inhibits bovine methionine sulfoxide reductase A | inhibition, % at 15.5 µM | 0.75% of 360,000 active | purified bovine MsrA, absorbance read-out; in the data active = inhibition above about 4.5%;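 also: 0% = vehicle wells with enzyme and 100% = reference inhibitor wells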
eLon inh – inhibitors of E. coli Lon protease. P0A9M0. purified E. coli Lon protease, fluorescence polarization. inhibition, % at 7.94 µM. 0.42% of 360,000 active. AID 602123; in the data active = inhibition above about 13%, passing the limit was not always enough;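 also: 0% = enzyme with probe and DMSO and 100% = no enzyme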
MLLE-PAM2 inh – blocks PAM2 peptide binding to the PABP1 MLLE domain | AID 588489 | GST-MLLE / FITC-PAM2 fluorescence polarization | 0.36% of 360,000 active | inhibition, % at 20 µM; in the data active = inhibition above about 35%, passing the limit was not always enough;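 also: plate controls were DMSO wells with GST-MLLE for no effect and wells lacking GST-MLLE protein for full effect; some results filed as inactive read as strong as hits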
Neddyl block – inhibitors of human cullin neddylation | P61081+Q13564 | AID 651699 | calls only at 25 µM | 0.58% of 360,000 active | TR-FRET cullin neddylation, biochemical; in the data active = inhibition above about 36%
* = called active by the depositor; i = inactive; x = not tested or not shown.

SMILES	TbMetRS inhib	MsrA act	Rin1 Abl inh	FAS TE block	CSN deneddyl inh	MsrA inhibitor	eLon inh	MLLE-PAM2 inh	Neddyl block
O=C1CN(C(=O)/C=C/c2cc(Br)ccc2F)CCN1	-0.3	-0.5	-3.1	-2.8	-1.3	-0.3	-6.5	0.2	i
CCOc1ccc(N2CC(C(=O)Nc3nnc(C4CCCCC4)s3)CC2=O)cc1 (stereo not drawn)	-0.3	-2.3	2.1	-4.2	5.3	0.9	-2.1	-19.6	i
O=c1c2ccccc2nc(CSc2nnnn2-c2ccccc2)n1-c1ccccc1	-0.1	-1.1	-3.2	-4.7	4.5	0.6	-3.1	0.9	i
O=C(CNC(=O)c1cccc(Cl)c1)NCC(c1cccs1)N1CCOCC1 (stereo not drawn)	-0.7	-13.1	4.5	-2.5	4.8	-0.6	-0.8	6.6	i
COc1ccccc1CCNC(=O)CCn1c(=O)oc2ccccc21	0.5	-3.8	4.3	-8.1	-1.7	1.1	-8.6	1.6	i
Cn1cc([N+](=O)[O-])c(C(=O)Nc2nc(-c3ccc(Cl)cc3)cs2)n1	-0.9	-6.0	1.1	22.7	1.0	0.5	0.9	-4.9	i
O=C1Nc2ccccc2Nc2ncccc21	-0.2	4.0	-3.3	-9.8	0.6	-0.5	-3.6	-2.7	i
COc1ccc(CNC(=O)c2ccc(CS(=O)(=O)Cc3ccccc3F)o2)cc1	0.3	-4.0	-3.3	-5.9	-0.6	-0.1	7.3	-6.4	i
O=C1CCCC2=C1C(c1ccc(Cl)cc1)C1C(=O)c3ccccc3C1=N2 (stereo not drawn)	0.9	0.3	-4.9	19.7	4.9	0.8	-1.6	-27.9	i
COc1ccc(C(=O)N2CCC(O)(c3ccc(F)cc3)CC2)cc1OC	-1.1	-10.9	-0.1	-10.3	4.5	0.3	2.1	4.1	i
CCOc1ccccc1NC(=O)C1CCCN(S(=O)(=O)c2ccccc2)C1 (stereo not drawn)	-0.5	-5.5	1.0	10.9	6.4	-1.3	7.8	-4.2	i
CN(Cc1cnccn1)Cc1c(C(=O)N2CCc3ccccc3C2)nc2ccc(Cl)cn12	-0.8	2.1	-0.8	-2.7	-0.5	0.8	7.7	10.3	i
CC(=O)N1CC2([N+](=O)[O-])CN(C(C)=O)CC([N+](=O)[O-])(C1)C2(C)C	-0.8	-8.9	-3.7	-10.3	2.0	-0.8	-2.8	1.6	i
CC(C)NC(=O)Nc1cccs1	0.4	1.6	-4.0	-7.0	-3.3	-0.4	-12.8	8.4	i
CCCc1cc(=O)[nH]c(SCC(=O)c2c(C)[nH]c3ccccc23)n1	-1.1	-8.2	-2.8	-5.1	2.0	-0.3	11.1	-8.1	i
Cc1cccn2c(=O)c(/C=C(\C#N)C(=O)NCc3ccco3)c(N3CCCC(C)C3)nc12 (stereo not drawn)	-0.6	-3.9	1.9	40.8	-18.4	0.3	-2.3	-0.9	i
CCOC(=O)/C(C#N)=C/Nc1ccccc1NS(=O)(=O)c1ccc2c(c1)OCCO2	-0.3	-5.9	1.3	0.0	2.3	3.9	-5.7	-6.6	i
O=C(Cc1cccs1)Nc1ccc(Cl)c(S(=O)(=O)N2CCOCC2)c1	-0.3	-4.3	2.2	1.2	-8.5	-0.8	-1.6	1.1	i
Cn1c(=O)n(CCc2ccccc2)c(=O)c2c1nc1n2CCCN1Cc1ccccc1	-1.1	1.3	-2.5	18.0	0.7	0.7	-9.8	-19.2	i
C=CCn1c(SCC(=O)Nc2nccs2)nnc1-c1ccco1	-0.8	-0.6	-0.6	-4.8	-0.6	-0.9	5.1	17.6	i
N#CC1=C(N)OC2=C(C(=O)CCC2)C1CCc1ccccc1 (stereo not drawn)	-0.1	-3.5	-5.2	-2.5	8.8	1.0	-0.5	-10.6	i
O=C(NCCCNC(=O)c1cc(Cl)ccc1Cl)c1cnccn1	-0.6	-1.8	-0.6	-1.2	2.0	0.6	-3.9	-4.8	i
CC(C)(C)OC(=O)N1CCC(c2c(C(=O)O)cnn2-c2ccccc2Cl)CC1	-0.4	-3.1	-1.0	-2.7	0.9	0.8	-3.2	-2.7	i
O=C(COc1cccc2ccccc12)N1CCN(c2ccccc2)CC1	-1.0	-2.7	3.1	15.5	0.0	-0.1	-2.0	-3.0	i
CCC(=O)Nc1nnc(SCC(=O)NCC2CCCO2)s1 (stereo not drawn)	-0.6	-1.5	-3.1	-4.0	-2.9	-0.9	-4.2	-2.7	i

Grouped by structure, those above with an aryl methoxy group (three)
SMILES	TbMetRS inhib	MsrA act	Rin1 Abl inh	FAS TE block	CSN deneddyl inh	MsrA inhibitor	eLon inh	MLLE-PAM2 inh	Neddyl block
COc1ccccc1CCNC(=O)CCn1c(=O)oc2ccccc21	0.5	-3.8	4.3	-8.1	-1.7	1.1	-8.6	1.6	i
COc1ccc(CNC(=O)c2ccc(CS(=O)(=O)Cc3ccccc3F)o2)cc1	0.3	-4.0	-3.3	-5.9	-0.6	-0.1	7.3	-6.4	i
COc1ccc(C(=O)N2CCC(O)(c3ccc(F)cc3)CC2)cc1OC	-1.1	-10.9	-0.1	-10.3	4.5	0.3	2.1	4.1	i

More records
SMILES	TbMetRS inhib	MsrA act	Rin1 Abl inh	FAS TE block	CSN deneddyl inh	MsrA inhibitor	eLon inh	MLLE-PAM2 inh	Neddyl block
COc1ccc(Cl)cc1S(=O)(=O)NC(C)C(=O)NCc1ccc2c(c1)OCO2 (stereo not drawn)	-0.1	-1.3	-0.9	2.7	-0.8	-0.4	-1.8	18.3	i
CC(CN1CCCCC1)OC(=O)c1ccc2c(c1)OCO2 (stereo not drawn)	0.0	-0.6	2.2	-2.0	-3.7	-1.1	-0.1	-7.3	i
CC(C)(C)OC(=O)N1CCC(NC(=O)c2nc[nH]c2C(=O)N2CCN(c3ccccc3)CC2)CC1	-0.3	-2.0	6.9	1.0	0.3	-0.1	7.5	-15.1	i
CC1(c2nnc(-c3ccc(F)cc3)o2)CC(c2c(Cl)cccc2Cl)=NO1 (stereo not drawn)	-0.1	0.9	-2.4	25.5	-2.5	-0.3	-7.8	7.1	i
CCNc1nc(NC(C)C)nc(NS(=O)(=O)c2ccc(C)cc2)n1	-0.7	-2.8	2.2	-3.6	1.7	-1.1	5.5	-11.3	i
Cc1cc(C)c2c(=O)[nH]c(SCC(=O)N3CCOCC3)nc2n1	-0.7	3.0	0.4	-3.9	-4.0	0.5	-4.9	5.3	i
Cc1cccc(NS(=O)(=O)c2cccc(C(=O)N3CCCCCCC3)c2)c1	-0.1	-0.1	2.5	3.7	-1.1	-0.7	8.4	-6.0	i
Cc1cccc(Oc2ccc(S(=O)(=O)N3CCCCC3)cc2NC(=O)C2=COCCO2)c1	0.3	-1.6	1.4	65.3*	1.8	-0.2	-3.1	-8.6	i
O=S(=O)(c1ccc(F)cc1)N1CCc2ccccc2C1	0.1	1.1	1.3	6.4	-2.6	-0.1	-1.2	2.1	i
COc1ccc(NC(=O)Nc2ccc(OCc3ccccc3)cc2)cn1	-0.6	0.1	-3.2	-1.7	-13.6	0.3	24.9*	66.3*	i
COc1ccccc1NC(=O)CSc1nc(=O)n(Cc2ccncc2)c2c1CCCC2	-0.2	-3.5	3.1	-4.9	-4.4	0.5	5.0	5.8	i
Cn1nccc1NS(=O)(=O)c1ccc(NC(=O)C(F)(F)F)cc1	-0.7	-7.6	-4.5	-5.5	-1.2	0.1	-1.8	3.7	i
COc1ccc(CNC(=O)CN(Cc2ccc(C)cc2)S(=O)(=O)c2ccc(Cl)cc2)cc1	-1.1	7.2	3.5	24.7	-4.5	0.1	-2.5	1.1	i
COC(=O)c1cn(C(=O)c2ccc(C)cc2)c2ccccc12	-0.8	-4.6	0.1	18.0	1.9	-0.8	-2.2	-1.9	i
COc1ccc(CC(=O)OCC(=O)NC(=O)NC23CC4CC(CC(C4)C2)C3)cc1	-0.8	-2.4	3.4	19.3	0.8	0.9	-6.5	-0.6	i
CC(=O)C1C(c2cccc(F)c2)c2c(n[nH]c2C)CC1(C)O (stereo not drawn)	-0.2	0.1	-1.4	-1.9	-0.7	0.2	-8.9	-7.0	i
CCn1cc(CNC(=O)c2ccc(Cl)c([N+](=O)[O-])c2)c(C)n1	-0.1	0.7	-1.4	0.4	-1.7	-0.5	-2.4	14.6	i
CCOc1ccc2nc(SCC(=O)N(CC(C)C)c3c(N)n(Cc4ccccc4)c(=O)[nH]c3=O)[nH]c2c1	-0.3	-1.4	-1.0	3.8	-1.3	0.4	-11.8	-63.7	i
CN(Cc1c(F)cccc1Cl)C(=O)c1ccc2ccccc2n1	-0.1	-1.7	-1.3	3.5	-1.5	-0.4	2.6	5.5	i
CN(C)CCNc1ncnc2c1sc1nc(-c3ccccc3)c3c(c12)CCCC3	-0.5	-1.7	1.3	12.6	5.9	-1.0	-1.9	-32.0	i
COc1ccc(OC)c(NC(=O)CCN2C(=O)c3ccccc3C2=O)c1	-0.8	-2.0	3.0	-2.4	-3.6	1.0	-1.4	15.2	i
Cc1ccccc1C(=O)N1CCC(C(=O)Nc2ccc(F)cc2)CC1	-0.5	-1.4	0.6	-3.5	-1.9	-0.7	14.9	-1.4	i
CCCc1cc(=O)oc2c(C)c(OCC(=O)N3C[C@H]4C[C@@H](C3)c3cccc(=O)n3C4)ccc12	-1.4	-7.3	-3.3	-3.8	5.6	1.5	8.0	11.7	i
CC(=O)Nc1ccc(-c2cc3ccccc3o2)cc1	-0.2	-6.6	-2.5	-5.0	2.1	0.7	-4.3	2.7	i
CC(=O)C1(O)CCC2C3CC(C)C4=CC(=O)CCC4(C)C3CCC21C (stereo not drawn)	0.5	-0.8	0.3	2.9	0.4	-1.7	-4.7	11.9	i
SMILES	TbMetRS inhib	MsrA act	Rin1 Abl inh	FAS TE block	CSN deneddyl inh	MsrA inhibitor	eLon inh	MLLE-PAM2 inh	Neddyl block
O=C1CC[C@@H](C(=O)O)N1	-0.8	4.3	-1.7	-2.9	-0.8	0.1	-0.6	-10.6	i
O=C1c2cccc3cccc(c23)C(=O)N1c1ccccn1	0.1	-11.1	-5.9	-12.8	-0.7	3.5	-9.7	13.8	i
CCOC(=O)c1ccc(NC(=O)C2CC2)cc1	-0.4	-3.1	0.0	-3.4	-4.1	-0.5	7.5	-12.8	i
Cc1nc2ccc(NC(=O)N3CCOCC3)cc2nc1C	-0.8	-8.0	0.5	-5.7	-1.7	-0.1	-5.7	-9.3	x
COc1cc(C2/C(=C(\O)c3ccc4c(c3)CC(C)O4)C(=O)C(=O)N2Cc2ccco2)ccc1O (stereo not drawn)	-0.7	-5.1	1.7	-9.0	-0.2	2.0	-2.0	7.8	i
CCCCCCCCCCCCN1[C@@H](CC(=O)OC)c2cc(F)cc(F)c2S1(=O)=O	-0.5	-7.1	1.5	46.2	3.5	-0.6	9.1	5.1	i
O=[N+]([O-])c1cccnc1Sc1n[nH]c(-c2ccc(Cl)cc2)n1	5.1	-4.6	-1.1	4.4	2.9	1.2	-5.7	-5.3	i
O=c1nc(NCc2ccccc2Cl)cn[nH]1	-0.7	-11.3	1.3	-7.2	4.4	0.3	5.1	-5.1	i
CC1CN(CCN2CC(C)N(C=O)CC2C)C(C)CN1C=O (stereo not drawn)	-0.4	-13.1	0.9	-6.5	0.0	0.2	-2.0	-0.2	i
CN(C(=O)COC(=O)c1ccc2c(c1)OCCO2)C1CCCCC1	0.1	-1.7	-1.8	-1.4	3.0	-0.2	-2.7	-4.1	i
c1ccc2c(OCCCCN3CCOCC3)cccc2c1	-0.1	-7.5	-0.2	-2.9	1.9	-0.5	-12.3	-15.7	i
c1ccc2c(Nc3nc(N4CCOCC4)c4ccccc4n3)cccc2c1	-0.1	-2.8	-4.3	34.1	-12.4	0.3	-2.6	-1.0	x

Bioassay records: PubChem BioAssay, several laboratories
